Yp Topo-I inh – Yersinia pestis topoisomerase I inhibitors, primary screen, biochemical, cleavage product accumulation, plate reader, single point; actives 0.064% (n = 360,000); AID 504884, 2011; activity, % at 10 µM; DNA topoisomerase I (Yersinia pestis CO92); Y. pestis Topo-I cleavage product accumulation; in the data active = activity above about 50%, passing the limit was not always enough; also: inactives centre near 2
SARS 3CLpro inh – SARS-CoV 3CLpro protease inhibitors, primary screen, biochemical, quenched FRET; inhibition, % at 6 µM; actives 0.14% (n = 290,000); Replicase polyprotein 1ab (Severe acute respiratory syndrome coronavirus), P0C6X7; recombinant SARS-CoV 3CLpro, quenched FRET peptide cleavage; in the data active = inhibition above about 12%
SSB-PriA inh – inhibitors of Klebsiella pneumoniae PriA binding to SSB C-terminal tail, primary screen, biochemical, AlphaScreen | PriA–SSB C-terminal tail interaction (Klebsiella pneumoniae) | AlphaScreen SSBct-PriA binding, biotinylated peptide | inhibition, % at 33 µM | actives 0.6% (n = 430,000) | AID 1272365, 2023; in the data active = inhibition mostly above about 37%, no sharp cut-off; inactive = mostly below about 20%;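 also: plate controls were negative control peptide for no effect and reference peptide for full effect; strong numbers were not always called active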
Rv3671c inh – Rv3671c serine protease inhibitors, primary screen, biochemical, fluorescence polarization, M. tuberculosis H37Rv | P9WHR9 | inhibition, % at 5.96 µM | actives 0.048% (n = 320,000); in the data active = inhibition above about 38%;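 also: extracellular domain of Rv3671c used as enzyme; 0% = enzyme with DMSO and 100% = no enzyme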
TcdB inh – TcdB glycohydrolase inhibitors, primary screen, biochemical, single point, plate reader | AID 652162, 2013 | inhibition, % at 9.99 µM | Toxin B (Clostridioides difficile), P18177 | actives 0.24% (n = 350,000) | TcdB glycohydrolase enzymatic assay; in the data active = inhibition above about 10%
BH1578 lux ind – inducers of Vibrio cholerae quorum light production without autoinducers, primary screen, BH1578 luxS cqsA deficient, single point; AID 588436, 2011; actives 0.16% (n = 350,000); V. cholerae BH1578 lux reporter, luminescence, 6 h; activation, % at 18.7 µM; in the data active = activation mostly above about 9.7%, no sharp cut-off; also: not every result past the cut was called active; inactives centre near 0; reference of the scale not given here
DUSP3 inh – VHR1 phosphatase inhibitors, primary screen, biochemical, absorbance, uHTS; recombinant VHR phosphatase, pNPP absorbance; inhibition, % at 13.3 µM; actives 0.52% (n = 290,000); AID 1654, 2009; in the data active = inhibition above about 50%; also: some compounds called inactive have numbers as strong as hits
MazEF act – activators of E. coli MazEF toxin-antitoxin RNase, primary screen, biochemical, fluorescence, uHTS. actives 0.32% (n = 350,000). Endoribonuclease toxin MazF (Escherichia coli (strain K12)), P0AE70. FAM/BHQ RNA-DNA oligo cleavage fluorescence, 5 h. AID 504720, 2011. activation, % at 20 µM; in the data active = activation above about 50%
Anthrax LF prot – Bacillus anthracis LF protease inhibitors, primary screen, biochemical, multiplex microsphere, MLPCN library | actives 0.12% (n = 360,000) | multiplex microsphere protease cleavage assay | Lethal factor (Bacillus anthracis), P15917 | AID 588501, 2011 | inhibition, % at 10 µM; in the data active = inhibition above about 30%; also: plate controls were buffer without enzyme for full effect and enzyme alone for no effect
PfHsp40 rescue – rescue of yeast from PfHsp40 toxicity, primary screen, S. cerevisiae, ATP luminescence. actives 0.68% (n = 340,000). S. cerevisiae expressing PfHsp40, growth rescue. growth rescue, % at 12.5 µM; in the data active = growth rescue above about 28%, passing the limit was not always enough;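 also: yeast W303a lacking pdr1 and pdr3 grown in galactose medium; growth measured after three days at 30 °C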
* = called active by the depositor; i = inactive; · = not tested or not shown; & = joins results of further samples.

SMILES | Yp Topo-I inh | SARS 3CLpro inh | SSB-PriA inh | Rv3671c inh | TcdB inh | BH1578 lux ind | DUSP3 inh | MazEF act | Anthrax LF prot | PfHsp40 rescue
CC(C)N(C)Cc1nnnn1CC(=O)NCc1cc(F)cc(C(F)(F)F)c1 | 3 | -3 | -17 | · | -13 | i | 32 | 7 | 4 | 1.1
Nc1cccc(S(=O)(=O)c2ccc(N)c(N)c2)c1 | 10 | 1 | -16 | 0 | 1.9 | i | 4 | 3 | -6 | -0.1
O=C(COC(=O)Cn1cnc2ccccc21)Nc1ccc(Br)cc1 | 1 | · | · | · | 2.0 | -0.2 | · | 3 | -4 | ·
O=C(CNC(=O)c1ccccc1F)OC1CCOC1=O (stereo not drawn) | 0 | · | -7 | 8 | 1.0 | i | · | 2 | 1 | -1.3
CN(C)CCCNC(=O)c1ccc(Oc2ccccc2)cc1 | 5 | -2 | -6 | 0 | -0.5 | -0.9 | 1 | 3 | -1 | -0.5
CC1=C(C#N)C(NC(=O)c2ccc(Cl)cc2)(C(F)(F)F)C(=O)N1 (stereo not drawn) | -7 | -2 | 1 | -6 | 0.0 | 0.0 | -5 | 4 | 0 | 3.3
COc1ccccc1NC(=S)N(Cc1ccc(C(=O)O)cc1)Cc1ccc(OC)c(OC)c1 | -14 | 1 | -14 | 3 | 0.7 | -0.3 | -24 | 2 | -4 | -1.2
Cc1ccc(CNc2nc3ccccc3n3cnnc23)cc1 | -5 | -5 | 98* | 2 | 1.5 | 0.0 | 38 | 9 | 0 | -0.3
CCC(=O)c1ccc(N2CCOCC2)c(F)c1 | -6 | 0 | -14 | -1 | · | 1.1 | · | -8 | -5 | -0.2
Cc1ncsc1C(=O)N1CCCC(C(=O)c2ccc3ccccc3c2)C1 (stereo not drawn) | 14 | 3 | 2 | 3 | 0.7 | i | 11 | -1 | -2 | -0.6
Cc1cc(C)n2nc(C(=O)NCc3ccccc3)cc2n1 | 10 | -3 | -13 | 4 | 1.3 | -8.0 | 14 | 4 | -1 | -1.6
Cc1ccc(NC(=O)COC(=O)c2ccc(S(=O)(=O)NCc3ccco3)cc2)cc1 | 13 | · | -6 | -5 | 0.0 | 0.0 | · | -8 | · | -0.5
O=C(c1ccc(F)cc1)N1CCN=C1c1ccccc1 | 0 | -5 | -3 | 2 | · | i | 0 | 0 | 2 | -1.2
C=C(C)c1cccc(C(C)(C)NC(=O)Nc2nnc(C(C)C)s2)c1 | -3 | 1 | -14 | -5 | 0.4 | -0.6 | 13 | 11 | -10 | -0.5
CSc1nnc(C(C)(C)C)c(=O)n1/N=C/c1ccc(C(C)C)cc1 | 4 | 0 | i | 7 | 3.3 | -0.8 | 9 | 5 | 4 | 1.6
O=C(COc1ccc([N+](=O)[O-])cc1)Nc1ccc(C(=O)NCc2cccnc2)cc1 | -10 | 2 | 8 | 7 | · | -0.2 | 27 | 1 | -13 | 0.8
COc1cc(NC(=O)CCNC(=O)N2CC(=O)Nc3ccccc32)cc(OC)c1OC | -4 | · | · | · | 0.6 | 6.4 | · | -3 | 2 | ·
C1=CC2CC1CC2CN1CCN(Cc2ccccc2)CC1 (stereo not drawn) | -2 | 2 | -15 | -15 | · | i | 0 | -4 | -5 | 1.3
N/C(Cc1cccc2ccccc12)=N\OC(=O)c1ccccc1F | 11 | -3 | · | · | 0.8 | -0.6 | 19 | 4 | -2 | 1.1
Cc1ccc(C(NC(=O)c2cccc(S(=O)(=O)N3CCN(C)CC3)c2)c2ccccc2)cc1 (stereo not drawn) | 23 | · | 7 | -3 | -3.7 | 4.4 | · | 4 | -7 | -0.7
CCOc1cccc(/C=C(/C#N)c2nc3ccccc3[nH]2)c1OCC(=O)O | 0 | -1 | 0 | -2 | -1.1 | -0.9 | 0 | 4 | 4 | -1.4
CC(C)c1ccc2occ(-c3nn[nH]n3)c(=O)c2c1 | 0 | 2 | -5 | 0 | -1.2 | i | -2 | 12 | -3 | 0.8
COC(=O)[C@@H](NC(=O)c1ccc(OC2CCN(Cc3ccccn3)CC2)cc1)C(C)C | 6 | 6 | -12 | 3 | · | i | 25 | 7 | 2 | -0.4
CCN(CC(=O)NC1CCCCC1)S(=O)(=O)c1ccc(Cl)cc1 | -2 | -1 | -4 | 7 | · | -0.1 | 20 | -9 | -2 | -1.2
CCOc1ccc(/C=C2/SC(=S)N(n3c(C)ccc3C)C2=O)cc1 | -5 | 2 | 22 | 1 | · | i | -16 | 7 | 2 | -1.5

Next section
SMILES | Yp Topo-I inh | SARS 3CLpro inh | SSB-PriA inh | Rv3671c inh | TcdB inh | BH1578 lux ind | DUSP3 inh | MazEF act | Anthrax LF prot | PfHsp40 rescue
CC1CCc2nc3ccccc3c(C(=O)OCC(=O)N3CCc4ccccc43)c2C1 (stereo not drawn) | 23 | -3 | -3 | -6 | · | -0.1 | 16 | -15 | 0 | -0.6
COc1c(Cl)cc(C(=O)Nc2ccc(Cl)cn2)cc1Cl | -4 | -6 | -18 | -13 | · | -0.3 | 26 | 14 | -3 | 0.1
Cc1c(C(=O)Oc2ccc(Cl)cc2)n(C)oc1=O | -4 | -6 | -7 | 6 | 0.3 | 0.7 | 10 | -2 | 2 | -0.6
O=C(CNc1cccc(S(=O)(=O)N2CCCCC2)c1)Nc1cccc(F)c1 | 2 | · | -9 | 11 | 5.5 | -0.7 | · | -1 | -1 | 0.4
COc1ccccc1-n1ccnc(SCC(=O)NC2CCCCC2)c1=O | -9 | · | 1 | -4 | 4.3 | -0.7 | · | -9 | 5 | 0.4
CCCOc1ccc(Cc2c(Cl)nc(SC)nc2OC)cc1 | 18 | -1 | -52 | -8 | -0.1 | i | 0 | -3 | -2 | -0.9
CC/C(=N\NC(=O)c1c[nH]c2ccccc12)c1cccs1 | 1 | 1 | · | -3 | -0.4 | -0.2 | -8 | 1 | 1 | -1.4
C#CCNC(=O)C1=C[C@@H](c2ccccc2)C[C@@H](OCCCCO)O1 | -2 | · | -10 | -7 | -0.1&1.5 | i | · | -2 | 0 | 0.6
COC(=O)/C(=N/Nc1ccccc1C)Sc1nnc(C(O)c2ccccc2)n1-c1ccccc1 (stereo not drawn) | -3 | -5 | · | 1 | 1.1 | i | 14 | 3 | -4 | -1.4
CCn1c(Cc2ccccc2)nnc1SCC(=O)Nc1nccs1 | 6 | -4 | -5 | 4 | · | i | 37 | 2 | 7 | -0.8
O=C(Nc1cccnc1Cl)c1cc(-c2ccc(Cl)cc2)on1 | 5 | -7 | -7 | -8 | -0.6 | -0.1 | 21 | -28 | -4 | -0.7
Cc1nc(SCC(=O)N2CCCC2=O)c2c(C)c(C)sc2n1 | 25 | · | · | · | -1.5 | -0.2 | · | -6 | -9 | ·
Fc1ccc(NC(=S)N2CCSC2c2cccs2)cc1 (stereo not drawn) | -3 | 6 | -6 | 1 | 1.3 | i | 34 | 7 | -4 | 1.9
CN(C)c1cccc(NC(=O)Cc2ccc(F)cc2)c1 | 1 | -1 | 31 | -10 | · | i | 7 | -1 | -4 | 2.3
Nc1nc2c(c3c1c(=O)oc1ccccc13)CCCCC2 | -2 | -3 | -6 | 4 | · | 0.6 | 37 | 8 | 3 | 4.7
CCCS(=O)(=O)NC(=O)C1(C)CCCN(C(=O)c2sccc2C)C1 (stereo not drawn) | 3 | · | · | · | 0.4 | i | · | · | -4 | ·
CCOC(=O)/C(C)=N/NC(=O)c1ccc([N+](=O)[O-])cc1 | -7 | 5 | · | -4 | 0.6 | 2.0 | 13 | 4 | -3 | 0.0
O=C(COc1ccc(-c2ccccc2)cc1)NNC(=O)NC1CCCCC1 | 9 | 8 | -9 | -5 | -0.1 | -0.2 | 24 | 12 | 1 | 1.9
Cc1ccc(OCCCSc2ncccn2)cc1C | 13 | 0 | -73 | 3 | · | i | 0 | -4 | -1 | -0.2
COc1cccc(CN2CC(C(=O)NCc3ncc(C)[nH]3)CCC2=O)c1 (stereo not drawn) | 2 | -1 | -4 | 3 | -1.6 | · | -19 | 1 | -1 | -1.0
COc1cccc(OC)c1C(=O)Nc1ccc2c(c1)n(C)c(=O)n2C | -1 | -1 | -14 | 2 | -1.2 | i | 13 | 13 | 1 | -0.7
O=C(CN1CCN(c2ccc(F)cc2)CC1)Nc1cccnc1Cl | -5 | 2 | -6 | -11 | 0.6 | -0.2 | 26 | -8 | -2 | 1.4
CCOc1ccc(C(=O)OCC(=O)NCCCc2ccccc2)cc1 | 10 | -3 | -20 | 5 | -0.9 | i | · | -3 | 2 | -0.6
CCOc1ccc(N2C(=O)CSC2=NC#N)cc1 | 1 | · | 2 | -13 | 0.4 | -1.3 | · | 3 | -9 | 1.8
Cc1ccc(-n2ncc(-c3nnc(SCC(=O)NC4CCCC4)o3)c2N)cc1C | 8 | -4 | -11 | 4 | · | -0.6 | 22 | 9 | -1 | -1.1
COc1ccccc1N1CCN(C(=O)CCCNC(=O)Cn2cnc3sc(C)c(C)c3c2=O)CC1 | 26 | -1 | -9 | 1 | -0.5 | -0.4 | 47 | -8 | -3 | -0.3

A draw from above in order of molecular weight, high to low:
SMILES | Yp Topo-I inh | SARS 3CLpro inh | SSB-PriA inh | Rv3671c inh | TcdB inh | BH1578 lux ind | DUSP3 inh | MazEF act | Anthrax LF prot | PfHsp40 rescue
COC(=O)/C(=N/Nc1ccccc1C)Sc1nnc(C(O)c2ccccc2)n1-c1ccccc1 (stereo not drawn) | -3 | -5 | · | 1 | 1.1 | i | 14 | 3 | -4 | -1.4
Cc1ccc(-n2ncc(-c3nnc(SCC(=O)NC4CCCC4)o3)c2N)cc1C | 8 | -4 | -11 | 4 | · | -0.6 | 22 | 9 | -1 | -1.1
CCCS(=O)(=O)NC(=O)C1(C)CCCN(C(=O)c2sccc2C)C1 (stereo not drawn) | 3 | · | · | · | 0.4 | i | · | · | -4 | ·
CC/C(=N\NC(=O)c1c[nH]c2ccccc12)c1cccs1 | 1 | 1 | · | -3 | -0.4 | -0.2 | -8 | 1 | 1 | -1.4
CN(C)c1cccc(NC(=O)Cc2ccc(F)cc2)c1 | 1 | -1 | 31 | -10 | · | i | 7 | -1 | -4 | 2.3

Entries of single compounds as entered above. Order of values: Yp Topo-I inh	SARS 3CLpro inh	SSB-PriA inh	Rv3671c inh	TcdB inh	BH1578 lux ind	DUSP3 inh	MazEF act	Anthrax LF prot	PfHsp40 rescue
O=C(CNC(=O)c1ccccc1F)OC1CCOC1=O (stereo not drawn) in the list: 0	·	-7	8	1.0	i	·	2	1	-1.3
C1=CC2CC1CC2CN1CCN(Cc2ccccc2)CC1 (stereo not drawn) in the list: -2	2	-15	-15	·	i	0	-4	-5	1.3
Cc1ccc(OCCCSc2ncccn2)cc1C in the list: 13	0	-73	3	·	i	0	-4	-1	-0.2
Cc1c(C(=O)Oc2ccc(Cl)cc2)n(C)oc1=O in the list: -4	-6	-7	6	0.3	0.7	10	-2	2	-0.6
CCOc1ccc(/C=C2/SC(=S)N(n3c(C)ccc3C)C2=O)cc1 in the list: -5	2	22	1	·	i	-16	7	2	-1.5

Screening data (PubChem)

A portion of the library; the hit share may differ from the screen's.
